DYRK1A inh: Dyrk1A (rat) kinase inhibition; AID 504441; Q63470; inhibition, % at 12.5 µM; ADP-Glo luminescence, NFATc1 peptide; 0.43% of 310,000 active; in the data active = inhibition above about 50%;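 note: plate controls were vehicle with enzyme for no effect and no enzyme for full effect; many of its hits are not listed in these tables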
hERG protect: compounds protecting human hERG from proarrhythmic drug block | CHO-hERG, FluxOR thallium flux, dofetilide IC70 present | 0.51% of 310,000 active | activation (rescue from dofetilide block), less the hit threshold, % at 10 µM | Q12809;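 active = activation above the mean of controls blocked by dofetilide plus 5 SD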;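 note: thallium influx through hERG after potassium depolarization seen as dye fluorescence rise; in these data hits start at about 4.7%; inactives centre near -7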
KCNK9 block: blocks the human KCNK9 two-pore domain potassium channel. Q9NPC2. HEK293 KCNK9, FluxOR thallium flux fluorescence; active compounds read low. B-score at 10 µM. 1.2% of 310,000 active. AID 488922;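 active = ratio B-score over 3 SD below the library mean, with starting fluorescence within 5 SD of its mean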;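 note: negative B-score means less thallium flux so channel inhibition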
Target sequence (Q9NPC2 whole entry, looked up, the tested form may be a part): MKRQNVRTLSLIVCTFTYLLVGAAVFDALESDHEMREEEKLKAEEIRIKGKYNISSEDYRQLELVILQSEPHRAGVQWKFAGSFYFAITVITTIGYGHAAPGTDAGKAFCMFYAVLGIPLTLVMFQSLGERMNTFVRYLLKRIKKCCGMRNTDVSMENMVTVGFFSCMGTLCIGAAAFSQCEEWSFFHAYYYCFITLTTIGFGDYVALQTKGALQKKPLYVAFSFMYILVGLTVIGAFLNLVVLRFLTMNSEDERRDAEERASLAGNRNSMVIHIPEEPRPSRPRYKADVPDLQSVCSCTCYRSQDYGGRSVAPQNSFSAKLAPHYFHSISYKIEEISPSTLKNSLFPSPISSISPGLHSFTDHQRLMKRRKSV
RGS4 pot: RGS4 potentiation or activation; HEK293 M3R/inducible RGS4, carbachol calcium flux Fluo4; active compounds read low; AID 463111; 0.92% of 310,000 active; B-score at 10 µM;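 active = B-score of the integrated calcium signal more than 4 SD below the library mean, with starting fluorescence not abnormally high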;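 note: negative B-score means reduced calcium response which marks RGS4 activation or potentiation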
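Material: Inducible-RGS4 HEK293 cells carrying M3 receptor; also added: carbachol at ECmax as muscarinic agonist stimulus; incubation: compound preincubation 20 min at room temperature before agonist; signal: Fluo4-AM (2 µM) calcium-flux fluorescence, kinetic read; measure: integrated calcium ratio converted to B score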
KCNQ1 pot: human KCNQ1 channel potentiation or activation | P51787 | CHO-K1 KCNQ1, thallium flux FluxOR fluorescence; active compounds read high | B-score at 10 µM | 0.35% of 310,000 active | AID 2648;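 active = fluorescence ratio B-score, a plate-corrected score, at least three library SD, with initial intensity B-score within 5 SD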
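Schedule – 37 °C overnight plating, 90-min dark dye load, 20-min compound pretreatment · System – stable KCNQ1 CHO-K1 line · Probe or stimulus – thallium- and potassium-containing depolarizing buffer · Measured by – kinetic FluxOR fluorescence, 10 s baseline plus 110 s post-stimulus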
KCNQ1 block: inhibitors of human KCNQ1 potassium channel; 1.3% of 310,000 active; B-score at 10 µM; CHO-K1 KCNQ1, FluxOR thallium flux fluorescence; active compounds read high;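 active = compounds whose thallium flux B-score, printed positive for inhibition, exceeds three library SD while starting fluorescence stays within three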;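 note: channel opened by potassium depolarization with thallium stimulus after 20 min compound exposure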
PolyA inh: yeast polyadenylation inhibition; S. cerevisiae SKY197-pL101 polyadenylation reporter, beta-gal luminescence; efflux-impaired pdr1/pdr3 knockout yeast; score 100 = 6 SD above DMSO; calls only at 12 µM; 0.02% of 300,000 active; AID 1875;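 active = lowest replicate activity score at least 50, where 100 means six control SD above control mean; inconclusive = lowest score under 50 but half or more replicates reach 50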;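 note: yeast exposed to compound for 9 h at 30 °C; higher score means more reporter readthrough which indicates perturbed polyadenylation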
GSK3beta inhib: inhibitors of human GSK3beta kinase. GST-GSK3beta kinase, ADP-Glo luminescence, 60 min; active compounds read low. 0.038% of 300,000 active. P49841. AID 2097. activity score (negative = inhibition), % at 10 µM;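 active = more than half of replicate wells score below -50%, meaning over 50% inhibition versus plate controls; inconclusive = some replicates but at most half score below -50%; inactive = no replicate scores below -50%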;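 note: 0% = median DMSO wells and -100% = median GW8510 positive control wells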
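Assay system: GST-fused GSK3beta enzyme, cell-free / Medium: Tris pH 7.5 buffer with MgCl2, DTT, BSA, heparin / Also added: peptide substrate plus 25 µM ATP (final) / Compound: 10 µM single point / Timing: kinase reaction with compound 60 min at room temperature / Detection: ADP-Glo luminescence / Benchmarks: DMSO neutral wells and GW8510 at 20 µM as positive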
HDAC3 inhib: blocks human histone deacetylase 3; AID 2718; recombinant HDAC3, fluorogenic peptide/trypsin coupled, fluorescence; inhibition, % at 8.3 µM; 0.15% of 320,000 active; in the data active = inhibition above about 26%, passing the limit was not always enough; inconclusive = no clear call, values can overlap the other calls
KCNK3 inh: human KCNK3 channel inhibition, primary screen; B-score at 10 µM; 0.84% of 340,000 active; O14649; CHO-KCNK3 thallium flux, FluxOR fluorescence; active compounds read low; AID 602410;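 active = B-score under library mean minus 4 SD, starting fluorescence ratio at most library mean plus 5 SD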;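 note: more negative B-score means stronger inhibition of thallium flux through KCNK3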
GSK3 alpha inh: human GSK-3 alpha kinase inhibition; ADP-Glo luminescence, 60 min; P49840; 0.1% of 320,000 active; inhibition, % at 10 µM;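 in the data active = inhibition above about 50%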;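 note: GST-tagged GSK-3 alpha with peptide substrate and 25 µM ATP; 0% = DMSO neutral wells and 100% = GW8510 positive control wells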
Target sequence (P49840 whole entry, looked up): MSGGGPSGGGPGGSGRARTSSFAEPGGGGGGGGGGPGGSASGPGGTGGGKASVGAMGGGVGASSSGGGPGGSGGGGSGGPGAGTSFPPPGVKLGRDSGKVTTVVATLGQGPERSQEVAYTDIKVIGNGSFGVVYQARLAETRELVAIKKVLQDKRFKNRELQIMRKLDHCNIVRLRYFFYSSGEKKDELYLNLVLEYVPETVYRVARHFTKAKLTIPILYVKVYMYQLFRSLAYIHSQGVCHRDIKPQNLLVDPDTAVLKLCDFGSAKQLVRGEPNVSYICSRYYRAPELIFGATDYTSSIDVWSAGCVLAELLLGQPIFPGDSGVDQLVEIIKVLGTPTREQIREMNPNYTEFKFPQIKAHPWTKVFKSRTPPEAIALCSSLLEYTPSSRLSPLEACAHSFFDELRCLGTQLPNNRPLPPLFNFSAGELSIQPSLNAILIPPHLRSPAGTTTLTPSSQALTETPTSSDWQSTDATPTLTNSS
An asterisk follows results filed as active; i = inactive; ? = inconclusive; / = no result given.

entry	SMILES	DYRK1A inh	hERG protect	KCNK9 block	RGS4 pot	KCNQ1 pot	KCNQ1 block	PolyA inh	GSK3beta inhib	HDAC3 inhib	KCNK3 inh	GSK3 alpha inh
1	CC(=O)NNc1[nH]c2c(c(=O)c1[N+](=O)[O-])c(=O)n(C)c(=O)n2C	-4	-1	i	i	i	i	i	1	4	i	/
2	CCCc1cc(C(=O)NCc2ccco2)no1	-3	-4	i	i	i	i	i	1	-5	i	0
3	Cc1nn(-c2ccccc2)nc1C(=O)Nc1ccc2[nH]ncc2c1	7	-1	i	i	i	i	i	1	/	i	3
4	COCCC(=O)N1CCCC(N2CCN(c3ccc(F)cc3)CC2)C1 (centres undefined)	3	-2	i	i	i	i	i	-2	0	i	-1
5	O=C(Nc1ccc2c(c1)C(=O)OC2)Nc1cccc2ccccc12	-2	-4	i	i	i	i	i	-5	-3	i	-12
6	Cc1cccnc1NC(=S)NCc1ccco1	7	-6	i	i	i	i	i	2	6	i	-2
7	Cc1nn(C)c(C)c1S(=O)(=O)NCCc1ccc(Cl)cc1	-5	-12	i	i	i	i	i	1	1	i	-1
8	CCOC(=O)c1c(NC(=S)NC(=O)c2cnn(CC)c2)sc2c1CCC(C)C2 (centres undefined)	2	-5	i	i	i	i	i	-3	0	i	6
9	CCCN(CC1CC1)C(=O)CSc1nnc(-c2ccco2)n1N	/	-1	i	i	i	i	i	0	-3	/	0
10	Oc1ccccc1-c1cncn1Cc1ccccc1	4	-10	i	i	i	i	i	0	10	i	-3
11	Cc1ccc(-c2csc(/C(C#N)=C/Nc3ccc4c(c3)OCCO4)n2)cc1	-4	-7	i	i	i	i	i	-3	-6	i	-1
12	C=CCn1c(=N)c(C#N)cc2c(=O)n3ccccc3nc21	0	-1	i	i	i	i	i	-1	-75	i	1
13	CCCCCCn1c(SCCN2CCOCC2)nc2c1c(=O)[nH]c(=O)n2C	-5	-5	i	i	i	i	i	-1	-2	i	-5
14	Cc1ccc(N2C(=O)CC(NCC3CCCO3)C2=O)cc1 (centres undefined)	-5	-12	i	i	i	i	i	3	1	i	-1
15	NS(=O)(=O)c1ccc(CCNC(=O)c2ccc3nc4ccc(Cl)cc4c(=O)n3c2)cc1	-2	-16	i	i	i	i	i	1	-17	i	-1
16	CC(C)(C)C(=O)Nc1cc2c3c(c1)CCC(=O)N3CCC2	-5	-5	i	i	i	i	i	-3	-4	i	-2
17	COc1ccc(C(=O)c2sc(Nc3ccc(NC(C)=O)cc3)nc2C)cc1	6	-1	i	i	i	i	i	0	12	i	-1
18	COCCCNC(=O)c1ccc2c(c1)nc(C)n2-c1cccc(C)c1	6	-5	i	i	i	i	i	4	0	i	2
19	C=CCN=C1CC(C)(C)CC(=O)/C1=C(/O)CCC(=O)OC	2	-9	i	i	i	i	i	1	-2	i	-3
20	CC(=O)c1cccc(NC(=O)c2ccc3ccccc3c2)c1	-4	-11	i	i	i	i	i	-1	1	i	-2
21	Cc1c(C(=O)Nc2cccc(N(C)S(C)(=O)=O)c2)cccc1[N+](=O)[O-]	-3	-8	i	i	i	i	i	3	0	i	-2
22	COc1ccccc1N(C(=O)c1snc(C(N)=O)c1N)C(C(=O)NC1CCCC1)c1ccc(N(C)C)cc1 (centres undefined)	2	-5	i	i	i	i	i	-3	2	i	3
23	COc1ccc(NC(=O)Cc2cccs2)c(OC)c1	-2	-4	i	i	i	i	i	-1	8	i	0
24	CCN(c1ccccc1)S(=O)(=O)c1ccc(Cl)c(C(=O)N(CC2CCCO2)C2CCS(=O)(=O)C2)c1 (centres undefined)	0	-15	i	i	i	i	i	0	11	i	-1
25	O=C(Nc1nc(-c2ccc(S(=O)(=O)N3CCCCCC3)cc2)cs1)c1ccccc1	3	-16	i	i	i	i	i	-4	0	i	-3
26	CCCOc1cccc(C(=O)N/N=C/c2ccoc2)c1	3	-8	i	i	i	i	i	-1	/	i	-2
27	COc1ccccc1C(=O)NCc1ccc(-c2nc3ccccc3s2)cc1	0	-6	i	i	i	i	i	2	-6	i	0
28	COc1cc(OC)cc(C(=O)N(CCCN2C(=O)c3cccc4cccc(c34)C2=O)c2cccc(OC)c2)c1	-4	-13	i	i	i	i	i	-3	-4	i	-1
29	CC(C)(C)OC(=O)[C@H](Cc1ccccc1)NC(=O)c1nc[nH]c1C(=O)N[C@@H](Cc1ccccc1)C(=O)OC(C)(C)C	20	-4	i	i	i	i	i	1	?	i	-2
30	O=C(NN1C(=O)c2ccccc2C1=O)C1CCCCC1	2	-3	i	i	i	i	i	1	-4	i	5
31	CC1(C)CC(=O)C(CC2=C(N)CC(C)(C)CC2=O)=C(N)C1	-3	-7	i	i	i	i	i	-9	/	i	1
32	COc1ccccc1Nc1ccc(C(=O)NC2CCCCC2)cn1	-4	-5	i	i	i	i	i	2	5	i	-1
33	O=c1c2ccccc2nc(SCc2ccncc2)n1CC1CCCO1 (centres undefined)	0	-14	i	i	i	i	i	/	4	i	-2
34	COc1ccc(Nc2nc(N3CCOCC3)nc(N3CCOCC3)n2)cc1	-2	-8	i	i	i	i	i	2	-1	i	3
35	COC(=O)C(C)n1cnc2c(nnn2-c2ccc(C)cc2)c1=O (centres undefined)	1	-7	i	i	i	i	i	-1	2	i	-2
36	CCOC(=O)N1CCN(Cc2nc3cc(NC(=O)c4cccs4)ccc3n2CC)CC1	-6	-12	i	i	i	i	i	1	4	i	-3
37	CCCn1c(CN2CCN(c3cccc(Cl)c3)CC2)nc2c1c(=O)n(C)c(=O)n2C	2	-20	i	i	i	7*	i	1	/	i	0
38	O=C(CSc1nc2ccccc2c(=O)n1CC1CCCO1)Nc1ccccc1 (centres undefined)	15	-5	i	i	i	i	i	0	-2	i	-1
39	Cn1c(SCC(=O)NCc2cccs2)nnc1-c1ccncc1	2	-4	i	i	i	i	i	-2	1	i	2
40	CN(C(=O)c1ccc(Br)o1)C1(C)CCS(=O)(=O)C1 (centres undefined)	/	-4	i	i	i	i	i	-1	0	i	-1
41	COc1cc(/C=N/N2CCCCC2)cc([N+](=O)[O-])c1O	2	1	i	i	i	i	i	0	13	i	-1
42	CN(C)c1nc(N)nc(CSc2nc3cc(Cl)ccc3o2)n1	-6	2	i	i	i	i	i	5	2	i	-2
43	CN(C)S(=O)(=O)N1CCC(Oc2ccc(C(=O)N3C[C@@H]4CCC[C@H]3C4)cc2)CC1	-12	-10	i	i	i	i	i	0	1	i	-3
44	Cc1[nH]c2ccccc2c1C(=O)NS(=O)(=O)Nc1ccc(F)cc1	1	-5	i	i	i	i	i	-3	3	i	-5
45	Cc1cccc(N(C(=O)CNC(=O)c2ccco2)C(C(=O)NC2CCCC2)c2cccnc2)c1C (centres undefined)	-8	-8	i	i	i	i	i	-1	-3	i	-2
46	O=C(CC(=O)Nc1ccc(Cl)cc1Cl)Nc1ccc(Cl)cc1Cl	1	-5	i	i	i	i	i	4	-9	i	-2
47	CC1(C)Cc2ccccc2-c2nnc(-c3ccccn3)n21	0	-11	i	i	i	i	i	1	-7	i	-1
48	CC(NC(=S)NC1CCCCC1)C(c1cccs1)N1CCOCC1 (centres undefined)	4	-11	i	i	i	i	i	-2	-7	i	1
49	Cc1cccc(NC(=O)Cn2c(=O)n(CCc3c[nH]c4ccccc34)c(=O)c3cccnc32)c1	/	-11	i	i	i	i	i	0	5	/	-2
50	COc1ccc(COc2cc(-c3cccc(OC)c3)nc3ccc(NC(=O)c4ccc(Cl)cc4)cc23)cc1	10	-7	i	i	i	i	i	-3	-2	i	-3
51	CC(Oc1ccc2c3c(c(=O)oc2c1)CCC3)C(=O)N[C@@H](Cc1ccccc1)C(=O)O (some centres undefined)	-1	-10	i	i	i	i	i	1	-8	i	-5
52	COc1cc(/C=C/C(=O)O)cc(S(=O)(=O)N2CCc3ccccc3C2)c1OC	-2	-4	i	i	i	i	i	1	-3	i	-1
53	c1ccc(-c2nc3ccccc3o2)nc1	-2	-7	i	i	i	i	i	0	-9	i	-3
54	Cc1ccc(OCC(=O)NNC(=O)C2CCCO2)c(C)c1 (centres undefined)	-4	-7	i	i	i	i	i	1	-9	i	0
55	Cc1ccc(-n2c(SCC(=O)Nc3ccc4c(c3)OCO4)nnc2-c2ccccn2)cc1	-2	-10	i	i	i	i	i	1	3	i	0
56	CCCCn1c(N)c(N(CC)C(=O)c2cc(CC)c(C)s2)c(=O)[nH]c1=O	11	-8	i	i	i	i	i	-1	5	i	1
57	CN(c1ccccc1)C(c1ccc(F)cc1)c1nnnn1CC1CCCO1 (centres undefined)	5	-11	i	i	i	i	i	2	1	i	-1
58	CCCCN(CCCC)CCNC(=O)c1cn(CC)c2ccc(S(=O)(=O)N3CCCC3)cc2c1=O	-5	-4	i	i	i	i	i	-2	-3	i	0
59	CCn1c(=O)c(C(=O)CN2CC(C)OC(C)C2)c(N)n(Cc2ccccc2)c1=O (centres undefined)	-3	-11	i	i	i	i	i	-2	-4	i	-2
60	CC1=C(NCCc2ccccc2)CCC1=O	-1	0	i	i	i	i	i	1	-6	i	-2

A portion of the library; the hit share may differ from the screen's.
